AI-2 QS modul – Vibrio harveyi AI-2 quorum sensing modulation; Vibrio harveyi JMH597 AI-2 luminescence/OD600 ratio, 9 h; stronger effect = lower value; strain lacks LuxN and CqsS sensors; 0 = neutral-control median; activity change, % at 7.5 µM; hit rate 0.4% among 300,000; in the data active means activity change below about -75%, passing the limit was not always enough; inconclusive means no clear call, values can overlap the other calls;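 further: luminescence divided by OD600 gain over 9 h not by final OD600 alone; inactives centre near 13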
HIF act – HIF pathway transcriptional activation; U2OS HRE-luciferase reporter, luminescence; normalized: DMSO 0%, desferrioxamine 100%; hit rate 0.32% among 300,000; AID 1910; activation, % at 7.5 µM (by protocol);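 active means mean activation of at least 10% of the iron chelator positive control signal, with at least half of replicates also reaching 10%; inconclusive means mean and replicate majority disagree about reaching 10%; inactive means mean and most replicates under 10%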
KLF5 inhibitor – kruppel-like factor 5 inhibition. DLD-1 KLF5 promoter-luciferase reporter, luminescence. inhibition, % at 5 µM. hit rate 0.23% among 290,000;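 active means inhibition above a per-plate limit of that plate's mean compound inhibition plus 3 SD, cut at about 60% in these data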;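 further: 0% = DMSO wells and 100% = LY294002 at 200 µM; higher means less KLF5 promoter-driven luciferase light; inactives centre near -14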
HSF1 inh – HSF1 inhibition; NIH3T3-HGL HSE-luciferase, MG132-induced, luminescence 8 h; stronger effect = lower value; activity change, negative = inhibition, % at 7.5 µM (by protocol); hit rate 0.77% among 300,000; AID 2098;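 active means more than half of replicate wells show activity change below -50%, luminescence cut by over half; inconclusive means some wells, but at most half, below -50%; inactive means no replicate well below -50%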;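 further: luciferase reports HSF-1 transcriptional activity via heat shock element; 0% = median of DMSO wells and -100% = zero luminescence signal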
IEC-6 tox – kills IEC-6 intestinal cells in KLF5 counter-screen. AID 1825. inhibition, % at 5 µM. hit rate 0.78% among 290,000. IEC-6 cytotoxicity, luminescence viability; in the data active means inhibition above about 22%;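 further: 0% = plate median of test compound wells and 100% = cytotoxic reference compound wells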
aSyn 5UTR inh – MLPCN primary screen, SNCA 5' untranslated region; inhibition, % (tested at 7.5 µM); alpha-synuclein 5'UTR reporter, inhibitor activity; hit rate 0.82% among 300,000; in the data active means inhibition above about 60%; inconclusive means no clear call, values can overlap the other calls;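 further: H4 neuroglioblastoma cells stably carrying SNCA 5'UTR luciferase fusion; 0% = DMSO wells and 100% = positive control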
SKKanGAS inh – blocks kanamycin growth of S. pyogenes SKKanGAS strain; BacTiter-Glo, 6 h; inhibition, % at 7.5 µM; hit rate 1.3% among 300,000; AID 1662;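 active means mean replicate score, as percent of positive control median, at least 50; inconclusive means mean below 50 but one replicate at or above 50; inactive means mean and every replicate below 50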;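 further: strain carries kanamycin resistance gene driven by streptokinase promoter and grows in 40 µg/ml kanamycin; loss of luminescence reflects streptokinase promoter inhibition or plain growth inhibition; 0% = median of DMSO wells and 100% = positive control at its reference dose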
HSP90 refold inh – inhibitors of HSP90 luciferase refolding in rabbit reticulocyte lysate. luciferase refolding luminescence, 3 h. hit rate 0.91% among 290,000. inhibition, % at 5.6 µM;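 active means inhibition above the screen-wide mean plus 3 SD, computed separately per campaign, cut at about 16% in these data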;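 further: 0% = DMSO wells and 100% = 60 µM geldanamycin wells; inhibitors lower the luminescence because luciferase stays unfolded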
HSF1 activator – increases HSF-1 driven luciferase reporter signal. NIH3T3-HGL HSF-1 luciferase reporter, MG132, 8 h; 100% = twice DMSO control signal. hit rate 1.7% among 300,000. activation, % at 9 µM;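 active means mean replicate activation of at least 50% with a set share of replicates each reaching 50%; inconclusive means only one of those two conditions met; inactive means mean below 50% and too few replicates reaching it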;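 further: 0% = median of the neutral control wells and 100% = twice that signal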
Platelet DG rel – modulates dense granule release in human platelets; human platelet-rich plasma, SFLLRN dense granule ATP release, luminescence; inhibition, %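 (compounds screened at 7.5 µM in platelet-rich plasma)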; hit rate 0.22% among 300,000;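 active means mean replicate score, as percent of positive control, at or above 50; inconclusive means mean below 50 but at least one replicate at or above 50; inactive means mean and every replicate below 50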
* = called active by the depositor; ? = inconclusive; . = not tested or not shown. Only part of the results is shown. The share of hits here may be higher or lower than overall.

SMILES	AI-2 QS modul	HIF act	KLF5 inhibitor	HSF1 inh	IEC-6 tox	aSyn 5UTR inh	SKKanGAS inh	HSP90 refold inh	HSF1 activator	Platelet DG rel
O=c1oc2ccccc2c(O)c1[C@H]1c2ccc(O)cc2Oc2c1c(=O)oc1ccccc21	28	0.0	-35	6	-1	-4	-4	2	2	-2
COc1ccc(CC(C)NCCc2ccc(OC)c(OC)c2)cc1 (stereo unspecified)	9	0.5	-8	-4	2	20	-2	-2	-9	1
CN(C)CCNC(=O)c1cccn(Cc2cc(C(F)(F)F)cc(C(F)(F)F)c2)c1=O	11	-0.1	-38	1	-2	2	-6	-2	1	-1
CC(NCc1cccc(Cl)c1Cl)C(O)c1ccccc1 (stereo unspecified)	7	-0.2	-17	-11	2	-14	16	-1	-10	-4
Cc1ccc(C)c(NC(=S)NCCc2cnc[nH]2)c1	22	-0.4	-39	-1	4	-25	2	-2	-6	-3
COc1ccc2nc3oc(C(=O)N4CCC5(CC4)OCCO5)cc3cc2c1	1	0.2	-46	0	7	-20	-6	6	-15	2
Clc1ccc(CNCCc2ccc3c(c2)OCO3)cc1	43	-4.0	-7	-20	-6	3	2	-3	-30	3
O=c1[nH]c2c(c(=O)n1C1CCCCC1)CCC2	34	-0.3	2	-6	1	32	-6	28*	-5	-2
COc1ccc(Cn2c(N)c(C(=O)NCc3ccco3)c3nc4ccccc4nc32)cc1	36	-0.2	8	17	7	0	16	12	37	-1
NCCc1c[nH]c2ccc(O)cc12	14	-0.6	.	-11	.	14	1	.	-10	0
O=C1NC(=O)C(CCc2ccncc2)(CCc2ccncc2)C(=O)N1Cc1ccc(F)cc1	22	-0.2	2	3	-2	5	10	1	17	6
Cc1cccc(Cn2cc(C=O)c3ccccc32)c1	11	2.4	-15	-4	3	68*	11	1	9	-8
CN1C(=O)/C(=C\c2ccc(Br)s2)C(=O)NC1=S	?	0.7	-8	-3	-8	9	0	-1	-17	-3
CCCCCCn1c(=O)c(C(=O)Nc2cnccn2)c(O)c2ccccc21	6	1.6	2	1	4	67*	64*	4	0	6
Cc1ccccc1N1C(=O)NC(=O)/C(=C\c2cc(C)n(C)c2C)C1=O	13	-0.3	18	-3	0	4	0	2	18	6
Clc1ccc2sc(C3CCNCC3)nc2c1	17	2.3	-60	-30	-2	-159	-1	5	-41	1
Cc1ccc(-n2c(O)c(/C=N/NC(=O)c3ccncc3)c(=O)[nH]c2=O)cc1	10	-0.3	-11	-3	-7	-21	2	3	5	1
Cc1[nH]c2ccc(OCc3ccccc3)cc2c1CCN	7	0.2	-22	12	4	25	-1	1	15	-3
Cc1c(Cl)cccc1NC(=S)N1CC2CC(C1)c1cccc(=O)n1C2 (stereo unspecified)	12	1.1	-35	15	-1	-19	2	0	17	-1
CC(=O)C1C(=O)NC23CCCCC2C1c1ccccc1O3 (stereo unspecified)	23	.	-1	-5	2	-11	0	-1	-11	-2
Cc1ccc(Sc2ccc(C=C3C(=O)N(C)C(=O)N(C)C3=O)o2)cc1	27	0.2	-35	-6	1	-9	6	2	-1	0
CNP1(NC)=Nc2nn(-c3ccccc3)c(N)c2C(c2ccccc2)=N1	24	-0.1	-20	2	-1	9	8	3	18	-3
Cc1nc2ccccc2c(=O)n1-c1ccc(F)cc1	10	0.1	-2	-1	2	13	5	0	14	0
CCOc1ccc(C2(C#N)CC[N+](C)(C)CC2)cc1	31	-0.2	-23	1	6	-15	1	2	0	-6
CN1CCc2nc3sc(C#N)c(N)c3c(-c3cccs3)c2C1	14	0.1	-3	-4	-7	-4	2	-1	-4	12

Continued:
SMILES	AI-2 QS modul	HIF act	KLF5 inhibitor	HSF1 inh	IEC-6 tox	aSyn 5UTR inh	SKKanGAS inh	HSP90 refold inh	HSF1 activator	Platelet DG rel
Cc1nc2ccccc2c(=O)n1-c1ccc(Cl)c(Cl)c1	-4	-0.2	-104	3	5	-138	2	0	-2	-4
O=c1c2ccccc2nc(-c2ccco2)n1-c1nccs1	8	0.1	-18	3	-4	22	3	0	-1	4
Cc1ccc(OP(N)(=O)Oc2ccc(C)cc2)cc1	15	0.1	-22	2	2	13	1	-3	3	16
COc1ccc(Cn2c(O)c(C=Nc3c(C)n(C)n(-c4ccccc4)c3=O)c(=O)[nH]c2=O)cc1	39	-0.4	-18	2	-8	21	-4	-2	8	-1
C=C1N2CCC(CC2)C1(O)c1ccc(C)cc1 (stereo unspecified)	8	-0.1	-8	-5	9	23	1	1	6	6
CCCC[N+]12CCC(CC1)C(C(=O)c1cccs1)C2 (stereo unspecified)	20	-0.7	7	-1	2	-8	-5	-1	20	24
O=c1c2ccccc2nc(/C=C/c2ccc(O)cc2)n1-c1ccccc1O	18	0.5	-35	6	-2	-30	35	-2	11	4
COc1ccc(C(=O)C2(C)N(O)C(C)C(c3cccs3)=[N+]2[O-])cc1 (stereo unspecified)	10	-0.4	-33	.	-4	23	1	-3	.	-3
CCN1CCN(c2ccc(N)c(C)c2)CC1	13	-0.1	-17	-1	-2	-7	1	-4	-4	0
OC(Cn1c2ccccc2c2ccccc21)C[n+]1ccccc1 (stereo unspecified)	5	0.5	-15	-4	2	21	5	1	-5	16
Cc1cccc(-n2c(-c3ccc([N+](=O)[O-])cc3)nc3ccccc3c2=O)c1	32	-0.2	-33	1	-3	14	-5	-4	-1	-4
CC(C)CCn1c(N)c(C(=O)NCc2cccs2)c2nc3ccccc3nc21	-4	0.3	-32	6	3	11	16	5	6	0
CN1CCc2nc3sc(C(=O)NC4CC4)c(N)c3cc2C1	11	0.2	-19	6	1	-13	-13	1	0	-4
CCOC(=O)c1c(C)n(Cc2ccco2)c2ccc(OC)cc12	-10	-0.1	-16	4	2	13	5	3	19	1
Fc1cccc(F)c1CN1CCN(c2ccc(Cl)cc2)CC1	29	-9.7	-14	15	8	1	11	3	60*	3
Clc1ccc2c(N3CCNCC3)ccnc2c1	21	0.1	-21	3	2	3	-5	4	-10	0
O=C(NCCCN1CCOCC1)C(Cl)(Cl)Cl	33	0.3	4	-4	-2	5	-2	-1	-5	12
CCOC(=O)C1=C(N)Oc2cc(C)oc(=O)c2C12C(=O)N1c3c(cccc32)C(C)=CC1(C)C (stereo unspecified)	21	-0.2	4	-3	0	-4	-6	3	3	-5
CN1CC2=CC(O)CC3Oc4c(O)ccc(c4[C@]23C)C1 (stereo partly specified)	5	-0.1	.	-6	.	3	0	.	3	-3
C[N+]1(CC(COCc2ccccc2)OC(=O)Cc2ccccc2)CCOCC1 (stereo unspecified)	37	-1.9	-7	-5	0	28	-1	1	-7	3
CCN1C(=O)NC(=O)/C(=C\c2cn(CC(=O)N3CCCC3)c3ccccc23)C1=O	34	0.2	-4	0	0	-2	-2	-2	3	-20
CN1CCN(c2ccc(C(N)=O)cc2[N+](=O)[O-])CC1	42	0.8	4	-26	9	5	1	7	-40	2
CCOc1ccc(-n2c(-c3ccoc3)nc3ccccc3c2=O)cc1	7	-0.1	-28	2	-1	0	5	-3	10	-4
Cc1c(N=Cc2c(O)n(Cc3ccc(F)cc3)c(=O)[nH]c2=O)c(=O)n(-c2ccccc2)n1C	30	-0.7	11	2	1	12	6	1	6	-1
CC(C)(C)C(=O)NC1CCSC1=O (stereo unspecified)	13	0.1	0	2	1	-1	-2	1	2	23

Carrying on.
SMILES	AI-2 QS modul	HIF act	KLF5 inhibitor	HSF1 inh	IEC-6 tox	aSyn 5UTR inh	SKKanGAS inh	HSP90 refold inh	HSF1 activator	Platelet DG rel
Cc1cc(/C=C2\C(=O)NC(=O)N(c3ccc(Cl)cc3)C2=O)c(C)n1-c1cccc(C(=O)O)c1	28	-2.8	-20	-7	-4	-11	-6	3	2	0
O=S(=O)(NC1CCCCCCC1)OCC(Cl)(Cl)Cl	-13	0.0	-23	7	-5	29	6	-1	10	1
COCc1cc(OC(=O)N(C)C)nc(-c2ccccc2)n1	-13	-0.5	-22	-3	-4	-2	4	-3	-6	-2
COC(=O)C1=C(c2ccccc2)C[C@@H]2CC[C@H]1N2C(=O)NCCS(C)=O (stereo partly specified)	-2	0.2	.	-5	.	23	1	.	-17	-2
O=c1cccc2n1CC1CNCC2C1 (stereo unspecified)	14	-0.1	-20	0	-2	7	-1	-1	-8	2
CC(C)CCN1CCN(Cc2c(F)cccc2Cl)CC1CCO (stereo unspecified)	24	-0.2	-31	0	6	-19	8	2	6	-1
CCOc1cc2c(cc1OCC)-n1cccc1C(c1cc(C)c(OC)cc1C)NC2 (stereo unspecified)	-9	0.4	7	10	5	7	-3	0	35	-2
CCSc1cc(C2C(C#N)=C(N)Oc3n[nH]c(C)c32)c(C)o1 (stereo unspecified)	17	-20	-19	-13	-2	-24	2	3	-19	-2
CN(C)c1ccc([P+](=O)c2ccc(N(C)C)cc2)cc1	20	0.2	-20	-1	1	-21	5	1	25	-6
Cc1nn(CC(C)C)c(Cl)c1C(=O)O	28	-1.2	-7	3	-4	9	-3	-5	-7	7
C/C(=C\c1ccc(N(C)C)cc1)[N+](=O)[O-]	-91*	-4.8	-6	36	-3	-8	-7	4	45	-5
O=C1N[C@@H](Cc2ccccc2)C(=O)N2[C@H]1C[C@H]1c3ccccc3N(OOSc3ccccc3)[C@H]12	-9	-1.5	.	-20	.	21	5	.	-37	-2
O=C1CN=C(c2ccccc2)c2cc(Br)ccc2N1Cc1cc(=O)n2ccccc2n1	4	0.0	-33	8	-2	17	3	4	45	-1
COc1ccccc1NC(=O)N1C[C@@H]2C[C@@H](C1)c1cccc(=O)n1C2	16	-0.1	-28	0	3	13	-1	-2	8	2
CCc1nc2ccccc2c(=O)n1-c1cccc(OC)c1	30	0.0	-6	7	-1	-20	-11	1	10	8
c1ccc(C2CN3CCC2CC3)cc1 (stereo unspecified)	13	-0.2	0	-5	-5	4	45	4	-4	-3
COc1ccccc1N=C1SCCCN1C	15	0.0	-6	-49	-1	20	1	2	-58	0
CCOc1cc(C(=O)N2CCC3(CC2)OCCO3)cc(OCC)c1OCC	28	0.0	-7	-4	-4	-4	-1	1	-2	4
Cc1ccccc1CN1CCN(Cc2ccccc2)CC1	-2	0.2	-36	-5	-8	13	-21	-3	2	-5
O=C(CSC1c2ccccc2-c2ccccc21)N/N=C/c1ccccc1	29	0.0	6	-3	2	17	-2	7	-5	-1
COc1ccc(C(C)=O)cc1CC(C(=O)c1ccccc1)N(C)C (stereo unspecified)	10	2.5	-18	-5	1	-58	2	-2	-11	-2
COc1ccc(-c2cc(=Nc3ccccc3)c3cc(C)ccc3o2)cc1	1	0.4	-148	18	-1	-100	1	0	66*	2
COC(=O)c1cc(C(O)(C(=O)OC)C(F)(F)F)c(/N=C/N(C)C)s1 (stereo unspecified)	14	0.0	3	-7	4	27	-1	1	6	0
Fc1ccc(C(OCCN2CCN(CCCc3ccccc3)CC2)c2ccc(F)cc2)cc1	-10	-1.5	.	4	.	106*	5	.	0	0

Source: PubChem BioAssay (several laboratories)
